# Compound activity (PubChem BioAssay)
# NR2E3 ag-1: activates human NR2E3 receptor | Q9Y5X4 | CHO-S Gal4-NCOR/VP16-NR2E3 two-hybrid, luciferase | inhibition of corepressor binding, % at 3.98 µM | hit rate 0.35% among 360,000 | AID 602229;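 active = inhibition above the mean of all tested compounds plus 3 SD, cut at about 70% in these data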;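 note: 0% = DMSO with NR2E3 transfected cells and 100% = cells lacking NR2E3 construct; higher means lower luciferase signal from less NR2E3 corepressor binding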
# CaV13 FRET inh: Primary screen for inhibitors of IQ motif and Ca2+-dependent inactivation inhibitor domain binding in CACNA1D, Förster resonance energy transfer in living cells, …. HEK cells, CFP/YFP FRET ICDI-IQ, plate reader, 10 min; percent FRET-ratio fall versus neutral wells. inhibition, % at 12.3 µM. hit rate 0.098% among 340,000. AID 743397;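 active = mean replicate inhibition of at least 30% and at least 1% of replicates passing that level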;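 note: 0% = median of the neutral control wells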
# Shn3 inh set2: Schnurri-3 reporter inhibition in Clone20 osteoblasts; hit rate 0.52% among 360,000; AID 588674; Clone20 osteoblast Shn3 3'UTR firefly luciferase, 24 h; inhibition, % at 12.5 µM;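 active = mean inhibition of at least 75% with every replicate also reaching 75%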;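 note: 0% = median of neutral control wells and 100% = pilot-screen positive control compound; some compounds past the cut are filed as inactive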
# H9c2 protect: modulators protecting cardiomyocytes from myocardial damage; AID 588492; H9c2 cardiomyocytes, H2O2 injury protection, ATPLite, 2 h; hit rate 0.63% among 360,000; protection from H2O2 cell death, % at 20 µM;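 active = compounds giving at least 50% protection of heart cells from peroxide-induced death in the single-dose screen, raw or plate-pattern-corrected value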;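 note: 0% = DMSO wells with peroxide and 100% = DMSO wells without peroxide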
# HIF-2a inh: inhibitors of HIF-2a; hit rate 0.72% among 360,000; inhibition, % at 18.8 µM; 786-0 RCC cells HIF-2a reporter, luciferase luminescence, overnight;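 active = inhibition of the luminescence signal of 40% or more relative to plate controls, in a single-dose primary screen at 18.75 µM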
# iPSC survival up: hiPSC single-cell survival enhancement | ATPlite luminescence; 100% = ROCK inhibitor wells, 0% = DMSO | survival enhancement, % at 20 µM | hit rate 0.044% among 360,000; in the data active = survival enhancement above about 18%;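 note: cells exposed to compounds for 16 hours before the ATP read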
# NR2E3 ag-2: agonists of human nuclear receptor NR2E3 | Q9Y5X4 | GST-NR2E3/biotin-RetCOR TR-FRET, 1536-well | inhibition of corepressor binding, % at 4.78 µM | hit rate 0.12% among 320,000 | AID 2300;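 active = percent inhibition above the cutoff of mean plus 3 SD of all tested compounds, set per screening campaign, cut at about 20% in these data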;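 note: 0% = DMSO wells and 100% = biotin wells as full block of FRET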
#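 Test system – NR2E3–RetCOR corepressor complex · Quantity – NR2E3 fusion 1.35 nM · Buffer or medium – Tris pH 7.5 · Incubation – Compound–protein incubation for 5 h at 4 °C · Technique – TR-FRET, Eu(K)-anti-GST donor, streptavidin-D2 acceptor, ex 340, em 617/671 nm · Evaluation – percent inhibition of 671/617 nm emission ratio versus biotin and DMSO controls · Plate – 1536-well format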
# Peg3 prom inh: reduces Peg3 promoter-driven luciferase expression in HeLa | HeLa PEG-Prom luciferase reporter, luminescence, overnight | inhibition, % at 20 µM | hit rate 1.7% among 360,000;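 active = inhibition of at least 50% at 20 µM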
# m5-HT2A agonist: mouse HTR2A agonism via beta-arrestin recruitment. P35363. CHO-K1 mHTR2A beta-arrestin complementation, luminescence; percent of 30 µM serotonin response. activation, % at 7.6 µM. hit rate 0.66% among 360,000;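 active = activation above a run cutoff, the mean activation of all tested compounds plus 3 SD, cut at about 14% in these data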;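 note: 0% = plate median of compound wells and 100% = 30 µM serotonin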
# Target sequence (P35363 whole entry, looked up): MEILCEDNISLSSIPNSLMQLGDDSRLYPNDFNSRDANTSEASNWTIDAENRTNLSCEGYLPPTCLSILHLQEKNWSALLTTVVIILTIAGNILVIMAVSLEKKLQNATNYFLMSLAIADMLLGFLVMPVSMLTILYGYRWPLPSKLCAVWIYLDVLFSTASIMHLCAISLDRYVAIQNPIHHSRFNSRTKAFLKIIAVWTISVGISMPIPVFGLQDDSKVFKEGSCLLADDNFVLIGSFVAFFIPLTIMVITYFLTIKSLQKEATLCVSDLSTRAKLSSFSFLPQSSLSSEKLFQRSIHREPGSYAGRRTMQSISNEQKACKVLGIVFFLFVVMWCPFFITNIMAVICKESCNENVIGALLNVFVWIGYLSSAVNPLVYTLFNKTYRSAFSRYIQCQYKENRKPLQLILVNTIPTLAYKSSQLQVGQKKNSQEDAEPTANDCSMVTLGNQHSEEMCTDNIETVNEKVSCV
# PDI turbidity: PDI (human) enzyme inhibition. inhibition, % at 10 µM. PDI insulin aggregation turbidity, A650, 90 min. AID 588391. hit rate 0.052% among 350,000;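 active = mean inhibition across replicates of 30% or more, whatever share of single replicates reach that level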;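 note: absorbance from insulin aggregation driven by PDI reduction with DTT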
# Target sequence (P07237 whole entry, looked up): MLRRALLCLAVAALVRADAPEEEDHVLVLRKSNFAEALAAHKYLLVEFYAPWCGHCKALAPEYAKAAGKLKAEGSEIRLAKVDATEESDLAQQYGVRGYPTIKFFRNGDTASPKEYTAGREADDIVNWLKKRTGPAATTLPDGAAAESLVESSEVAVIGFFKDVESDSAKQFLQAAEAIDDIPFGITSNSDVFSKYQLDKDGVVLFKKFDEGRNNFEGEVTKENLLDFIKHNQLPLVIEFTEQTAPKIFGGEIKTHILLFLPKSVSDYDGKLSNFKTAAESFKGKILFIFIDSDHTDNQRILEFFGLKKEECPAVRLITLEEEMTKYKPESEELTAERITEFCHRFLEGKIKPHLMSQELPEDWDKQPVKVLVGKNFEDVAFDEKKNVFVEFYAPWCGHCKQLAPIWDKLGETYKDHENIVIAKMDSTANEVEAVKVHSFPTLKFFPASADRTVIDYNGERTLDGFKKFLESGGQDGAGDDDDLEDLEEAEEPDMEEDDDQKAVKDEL
# TRPM1 prom inh: MITF TRPM1 promoter inhibition in SK-MEL-5 cells; hit rate 0.83% among 330,000; inhibition, % at 12.5 µM; SK-MEL-5 TRPM1 promoter luciferase, 24 h;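 active = mean inhibition across replicates of 60% or more, whatever share of single replicates reaches that level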; note: values of inactives mirror those of a sister screen read the other way
# Starred values were filed as active, the others as inactive; . = not tested or not shown. Compounds as they come; about 3.9% have a hit in one of these screens.
SMILES,NR2E3 ag-1,CaV13 FRET inh,Shn3 inh set2,H9c2 protect,HIF-2a inh,iPSC survival up,NR2E3 ag-2,Peg3 prom inh,m5-HT2A agonist,PDI turbidity,TRPM1 prom inh
NC(=O)c1nsc(C(=O)N(c2ccccc2)C(C(=O)NCC2CCCO2)c2ccc(F)cc2)c1N (stereo not given),-8.7,-3.0,-0.3,18.4,7.7,-0.6,0.7,10.4,-5.2,-7.3,8.4
OC(c1cc(F)cc(Cl)c1)c1ncc(-c2ccc(Cl)cc2)[nH]1 (stereo not given),12.2,-4.0,-12.9,-21.7,9.2,1.9,.,26.5,1.1,-29.3,.
CC1CCN(C(=O)CSc2nnc(-c3ccc(S(=O)(=O)N4CCOCC4)cc3)n2C)CC1,-3.2,-9.8,-0.9,-4.1,1.4,0.6,0.7,-2.2,1.0,1.4,-3.8
Cc1cccc(CCNC(=O)CCc2c(C)nc3ncnn3c2C)c1,4.8,-5.2,8.9,-1.8,10.6,0.4,2.0,4.1,-0.4,-3.2,4.2
Cc1cc(Nc2ccccc2C(=O)O)n2ncnc2n1,-18.2,-14.1,-14.9,-0.6,2.0,-4.7,.,-3.5,0.0,0.1,.
Cc1ccc(/C=C/C(=O)N2CCc3ccccc32)o1,-123.0,-5.9,-67.5,-16.9,-209.1,-1.1,-2.1,-132.8,3.0,-13.3,-50.2
CCOc1ccc(-n2cc(C(=O)Nc3cccc(Cl)c3)c3cc(OC)c(OC)cc3c2=O)cc1,2.3,-5.2,28.2,2.4,9.9,-1.3,1.4,24.9,-2.0,-5.7,8.1
NS(=O)(=O)c1ccc(CCNC(=O)c2ccccc2-c2ccccc2)cc1,-30.6,-7.5,-4.6,-5.3,1.1,-0.1,-0.8,13.7,-2.1,-5.2,5.5
CC(C)CN(C(=O)C1CCCCC1)C1CCS(=O)(=O)C1 (stereo not given),-11.4,-5.6,-13.9,-3.1,4.4,0.0,-2.3,22.0,-0.6,1.8,-4.4
COc1ccc(C(C)(C)C)cc1NC(=O)C1C2C=CC(C2)C1C(=O)O (stereo not given),-20.1,-5.8,-12.9,11.7,20.6,-1.9,2.3,3.0,-4.7,-8.1,7.2
N#C/C(=N/Nc1ccccc1[N+](=O)[O-])C(N)=S,-34.2,-8.6,.,-17.5,-12.6,0.5,-0.7,-2.0,-4.8,-3.1,-2.3
COc1cc(/C=C2\SC(=S)N(CCCCC(=O)O)C2=O)ccc1OS(=O)(=O)c1ccc(C)cc1,-19.9,-5.7,2.9,-4.0,9.0,1.0,1.9,0.1,-3.0,5.5,6.7
COc1cc(C(=O)Nc2ccc(Oc3ncnc4sc(-c5ccccc5)cc34)cc2)cc(OC)c1OC,-8.4,-8.9,15.4,-0.4,7.4,2.5,0.1,14.3,0.5,-3.2,1.8
COc1ccc(-c2nc3cnccn3c2NC(C)(C)CC(C)(C)C)cc1O,-26.6,0.5,26.1,3.3,31.0,0.1,0.1,41.3,0.3,-3.2,5.7
CC(C)(C)OC(=O)NCCC(=O)N/N=C/c1cccc2nccnc12,4.8,-4.8,-16.8,4.1,16.7,-0.2,-1.5,-4.5,2.1,-10.2,-1.8
O=C(CCS(=O)(=O)c1ccccc1)Nc1nc2c(s1)CCCC2,-22.6,-4.9,84.1*,2.5,-68.7,-2.4,2.0,-47.1,0.1,.,.
O=C(Nc1ccc(C(=O)O)cc1)/C(=C\c1ccccc1)NC(=O)c1ccc(Br)cc1,-4.8,.,-10.1,-1.6,14.0,0.2,0.6,0.5,0.5,1.6,-4.9
O=S(=O)(NCC1CCCO1)c1ccc2oc3ccc(S(=O)(=O)NCC4CCCO4)cc3c2c1 (stereo not given),-9.5,.,11.2,-0.8,4.1,5.3,0.0,16.0,-4.0,-3.0,7.5
CN(C(=O)Nc1ccc(Cl)cc1)c1c2c(nn1C)CCCC2,12.8,-5.8,1.4,1.9,9.4,-1.2,-2.0,19.1,1.5,0.3,4.7
Cc1cc(C)n(-c2ccc(C(=O)OCC(=O)N(CC(C)C)C3CCS(=O)(=O)C3)cc2)n1 (stereo not given),-22.4,-3.9,-14.7,5.3,-13.1,-1.3,-2.0,1.2,3.0,5.1,0.4
CCC1(C)SC(NC(C)=O)=NN1C(C)=O (stereo not given),-6.7,-4.2,-0.1,6.5,14.1,0.3,-4.1,13.0,3.2,6.5,3.2
CCc1ccc(N2CC(C(=O)NNC(=O)c3ccc(F)cc3)CC2=O)cc1 (stereo not given),2.8,-6.3,-7.2,0.0,-7.4,-0.5,3.6,-22.8,-3.4,-0.3,-11.6
CCCCCc1c(-c2cccc(F)c2)ncn1CCc1ccccc1OC,-17.6,-8.8,.,.,-4.8,-0.2,.,.,-3.6,.,.
CCOc1cc(N2CCOCC2)c(OCC)cc1NC(=O)Cn1[nH]c(=O)c2ccccc2c1=O,-27.7,.,-7.6,79.4*,21.9,-0.4,-4.1,9.4,-1.2,-0.5,-3.5
COc1ccc(/C=C2\SC(=S)N(CCCC(=O)Nc3ccccn3)C2=O)cc1OC,-14.2,-4.6,5.2,17.8,40.0*,-1.5,1.9,16.5,4.2,21.3,-9.4

# Reprinted from the part before: three compounds, followed by the next part.
SMILES,NR2E3 ag-1,CaV13 FRET inh,Shn3 inh set2,H9c2 protect,HIF-2a inh,iPSC survival up,NR2E3 ag-2,Peg3 prom inh,m5-HT2A agonist,PDI turbidity,TRPM1 prom inh
CCCCCc1c(-c2cccc(F)c2)ncn1CCc1ccccc1OC,-17.6,-8.8,.,.,-4.8,-0.2,.,.,-3.6,.,.
CCOc1cc(N2CCOCC2)c(OCC)cc1NC(=O)Cn1[nH]c(=O)c2ccccc2c1=O,-27.7,.,-7.6,79.4*,21.9,-0.4,-4.1,9.4,-1.2,-0.5,-3.5
COc1ccc(/C=C2\SC(=S)N(CCCC(=O)Nc3ccccn3)C2=O)cc1OC,-14.2,-4.6,5.2,17.8,40.0*,-1.5,1.9,16.5,4.2,21.3,-9.4
Cc1cccc(Oc2ccccc2NC(=O)c2cnccn2)c1,-9.8,-3.1,-9.5,-10.2,8.6,3.5,3.4,18.2,-3.0,-10.3,1.1
O=C(Cc1cccs1)N(Cc1ccco1)C1(C(=O)NC2CCCC2)CCCCC1,-33.5,.,-19.2,0.1,2.2,3.9,-1.9,27.8,0.7,-6.9,2.7
OC1C2CCC(C2)C1CN1CCOCC1 (stereo not given),-25.0,-12.0,-6.6,-2.5,-0.1,4.3,.,-1.5,-0.3,-0.5,11.8
Cc1ccc(C(=O)Oc2cc(C)n(C)c(=O)c2)cc1,-11.2,-0.2,0.8,38.1,10.5,-0.5,3.1,7.4,1.4,-7.1,10.3
NC(=O)N1CC(O)CC1C(=O)Nc1ccc(Cl)c(Cl)c1 (stereo not given),-31.8,-7.1,1.5,-8.4,12.3,0.3,1.1,4.0,-0.9,-1.4,8.9
C/C(=N\Nc1nc(C)cc(=O)[nH]1)C1CC1,-1.9,-4.6,1.5,8.5,14.4,-0.2,-6.6,10.3,-0.2,11.7,-5.7
COC(=O)c1cc(OC)c(OC)cc1NC(=O)Cc1ccccc1[N+](=O)[O-],3.7,-3.4,-37.1,4.5,4.2,0.1,1.9,12.4,-3.2,7.7,12.2
CCCCS(=O)(=O)N1CCCC(C(=O)Oc2ccccc2)C1 (stereo not given),-11.0,-2.8,-4.4,4.7,14.8,0.4,3.8,13.2,-1.0,-0.6,-4.2
CN(C)/C=N/c1sc2c(c1C#N)CCCCC2,-48.3,-19.8,-68.8,-3.5,-197.0,1.6,3.8,-178.3,-1.0,11.2,-76.1
O=C(NC1CC1)c1ccccc1NC(=O)c1ccccc1OC(F)F,9.3,-16.1,-0.3,-3.8,10.4,-1.7,.,15.8,2.6,0.9,.
COc1ccc(-c2c(-c3cc(OC)cc(OC)c3)n(C)c3ccc(-c4cnc(N)nc4)cc23)cc1,-1.6,-10.8,3.7,-12.9,5.1,-2.2,.,7.0,4.8,-1.6,-19.4
COc1ccccc1CN1C[C@@H]2C[C@@H](c3ccccc3OC)N3CCC[C@@]23C1=O,-23.2,6.1,-2.1,1.6,9.1,-0.2,0.0,-4.8,-2.3,0.9,8.9
O=C(C1CC1)N1CCN(c2ccc([N+](=O)[O-])cc2-n2cccc2)CC1,-22.9,10.7,6.7,3.0,25.2,0.0,1.5,31.9,1.0,0.7,2.7
c1ccc(CCc2nc(-c3ccccc3)no2)cc1,4.4,-2.9,-81.7,-3.0,-198.8,3.5,-2.9,-172.7,0.7,11.4,-69.8
CC(C)C(c1nnnn1CC1CCCO1)N1CCN(C2CCCC2)CC1 (stereo not given),13.1,-2.3,5.6,-1.8,7.0,-1.7,0.8,-0.2,2.8,3.1,-5.7
CCSc1nncn1/N=C/c1ccc(OC)c(OC)c1,-47.8,-1.3,-45.3,6.5,-47.5,3.7,0.4,-43.5,-2.1,11.0,-24.8
CCOc1ccc(Nc2cc3n(c(=O)n2)CCc2cc(OC)c(OC)cc2-3)cc1,-17.5,-20.1,22.1,12.5,-22.1,-0.5,0.3,-15.6,2.6,-12.9,-29.8
Cc1ccc(/C=c2\sc3nc(-c4cccnc4)nn3c2=O)cc1,-12.2,-4.4,-19.0,11.8,-11.9,-0.7,1.8,-13.1,-1.2,-5.5,9.0
Cc1cc(C)c2c(CCl)cc(=O)oc2c1,-6.5,-19.8,-15.0,1.7,34.0,-0.7,-1.0,17.7,8.4,1.1,.
CCCc1cc(=O)[nH]c(SCc2ccc(Cl)cc2)n1,0.2,-5.7,10.1,-8.2,7.8,0.4,-1.9,4.9,2.8,9.2,-0.8
CCOC(=O)C1(C)CCN1C(=O)c1ccc(Cl)nc1 (stereo not given),-0.4,-5.9,-23.2,-3.0,6.0,1.7,.,-3.4,-5.0,-0.5,.
CC(=O)Nc1cccc(OCC(=O)Nc2ccccc2)c1,-16.9,-3.3,-76.3,-0.7,-134.8,-3.6,2.1,-148.9,4.0,10.6,-32.7
CCCn1c2ccc(C)cc2c2nnc(SCCN3CCCCC3)nc21,10.5,-20.1,57.4,-3.2,10.5,0.5,.,10.2,2.7,-1.8,7.9
O=C(CCN1C(=O)c2ccccc2S1(=O)=O)Nc1ccc2c(c1)OCCO2,-11.1,-9.3,-0.6,0.2,-52.4,2.4,1.6,1.4,2.5,-30.1,3.5
CN(C)c1ccc(/C=N/n2c(-c3cccnc3)n[nH]c2=S)cc1,6.5,-5.4,12.9,0.0,15.4,-0.9,-2.2,16.9,3.5,-8.5,-3.4
NC(=O)c1nsc(C(=O)N(CCCN2CCOCC2)C(C(=O)NC2CCCCC2)c2ccc(Cl)cc2)c1N (stereo not given),-16.5,-2.0,-29.2,-3.2,6.1,0.8,3.8,0.6,-3.8,-4.4,8.3
CCN(c1ccccc1)S(=O)(=O)c1ccc(C(=O)N2CCN(c3ccccc3)CC2)cc1,-17.8,-7.3,71.6,-3.3,-7.5,-2.7,.,9.4,-7.5,-2.0,4.2
